Assay outcomes: PubChem, National Center for Advancing Translational Sciences (NCATS)
CRE-bla Fsk: Cell signaling CRE-BLA (Fsk stim); CHO CRE-bla reporter (cAMP response element driving beta-lactamase), forskolin EC10, beta-lactamase ratio; Potency, µM (titrated, usually from 38.2 µM), for the others: top-dose activity change, negative = inhibition, hits mostly activators; 2.5% of 71,000 active; active means well fitted activation curve with a large enough effect in the signal ratio, with a control signal flat, not every such curve was filed as active; inconclusive means small, poorly fitted or top-dose-only effect, or effect the other way, or a change in a side signal; the % refers to the signal ratio; further: potency means the concentration at half of the fitted maximal effect; % of control where 0% means no effect
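Cells were plated overnight at 37 °C, exposed to compound titrations plus EC10 NKH 477 for 3 h, then given CCF4 dye for 2 h at room temperature. Blue/green (460/530 nm) ratio was converted to %Activity and AC50 values calculated.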
BRCT inh red: qHTS Assay for Inhibitors of BRCT-Phosphoprotein Interaction (Red Fluorophore). AID 892, 2007. Potency, µM (top dose mostly 76.9 µM), for inactives: top-dose activity change, negative = inhibition, actives largely listed as inhibitors. Breast cancer type 1 susceptibility protein (Homo sapiens), P38398. BRCT-phosphopeptide binding, red fluorescence polarization. 0.03% of 75,000 active; further: on the % scale 0 is the no-effect control and ±100 the full control effect
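Rhodamine-labelled pBACH1 10-mer (100 nM) bound to BRCT domain (100 nM) at pH 7.3; compounds incubated 12 min room temperature, polarization read. Free peptide defines full inhibition; unlabelled decapeptide titrated as control.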
Epigenetic mod: qHTS Assay for Epigenetic Modulators; AID 597, 2007; mouse C127i GFP locus derepression, cytometry, 30 h; 0.09% of 68,000 active; Potency, µM (top dose mostly 46.1 µM), for inactives: at the highest dose GFP derepression (activation); further: % of control where 0% means no effect
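Locus derepression in mouse mammary C127i cells whose integrated CMV-GFP reporter is normally silent; GFP expression after 30 h compound treatment was quantified by counting fluorescent cells.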
HADH2 inhib: qHTS Assay for Inhibitors of HADH2 (Hydroxyacyl-Coenzyme A Dehydrogenase, Type II) | Potency, µM (titrated, usually from 57.1 µM), inactives show top-dose activity change, negative = inhibition, hits mostly inhibitors | 3.4% of 73,000 active | 3-hydroxyacyl-CoA dehydrogenase type-2 (Homo sapiens), Q99714 | recombinant HADH2, NADH fluorescence, beta-hydroxybutyryl-CoA; further: potency means the concentration at half of the fitted maximal effect; on the % scale 0 is the no-effect control and ±100 the full control effect; nearly all actives have a fitted effect of over 60% in size; many of its hits are not listed in these tables
Target sequence (Q99714 whole entry, looked up, one chain of several): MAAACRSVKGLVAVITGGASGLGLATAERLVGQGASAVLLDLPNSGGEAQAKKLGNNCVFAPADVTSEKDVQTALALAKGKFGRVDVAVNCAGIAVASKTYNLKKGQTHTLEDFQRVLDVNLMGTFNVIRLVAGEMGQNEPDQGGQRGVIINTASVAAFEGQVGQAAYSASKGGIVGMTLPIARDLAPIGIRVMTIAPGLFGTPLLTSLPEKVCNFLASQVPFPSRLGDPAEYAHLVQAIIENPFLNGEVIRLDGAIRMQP
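E. coli-expressed His-tagged HADH2 tested at 20 nM in alkaline Tris buffer (pH 9.0); oxidation of 90 uM beta-hydroxybutyryl-CoA with 1 mM NAD+ tracked fluorimetrically for 4 min.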
ALOX15 inhib: qHTS Assay for Inhibitors of 15-hLO (15-human lipoxygenase) | Polyunsaturated fatty acid lipoxygenase ALOX15 (Homo sapiens), P16050 | purified 15hLO-1, xylenol orange hydroperoxide absorbance | Potency, µM (doses to about 57.1 µM), for the others: at the top dose activity change, negative = inhibition, usual class: inhibitors | 1.4% of 74,000 active | AID 887, 2007; further: potency means the concentration at half of the fitted maximal effect; on the % scale 0 is the no-effect control and ±100 the full control effect; nearly all actives have a fitted effect of over 55% in size
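Hydroperoxide formed from arachidonic acid (50 uM) by purified human 15hLO-1 (40 nM) oxidizes ferrous iron, and the ferric-xylenol orange complex is read at 573 versus 405 nm. Compounds were preincubated 15 min; reaction ran 6 min at room temperature.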
UbGFP stabilizer: Ubiquitin-GFP Assay; Potency, µM (highest dose often 45.9 µM), for inactives: at the top dose activation (GFP accumulation), usual class: activators; 67,000 tested, under 10 active; AID 526, 2006; Ubiquitin-GFP reporter cells, proteasome inhibition, GFP fluorescence; response scale: untreated = 0%, 10 µM MG-132 = 100%; active means well fitted activation curve with a large enough effect, not every such curve was filed as active; inconclusive means small, poorly fitted or top-dose-only effect, or another doubt; inactive means no such curve, though single readings can be large or run the other way; further: potency means the concentration at half of the fitted maximal effect
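Reporter cells (U2OS, ubiquitin-G76V-GFP fusion) are plated overnight, then treated 4 hr at 37 °C with compound titrations from 46 uM down to 2.9 nM. Activity is scaled against untreated cells and 10 uM MG-132.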
USP2a inh: qHTS Assay for Inhibitors of Ubiquitin-specific Protease USP2a | USP2a enzymatic assay, qHTS inhibition | Ubiquitin carboxyl-terminal hydrolase 2 (Homo sapiens), O75604 | 0.1% of 60,000 active | Potency, µM (titrated, usually from 38.3 µM), for inactives: at the top dose activity change, negative = inhibition, usual class: inhibitors;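 further: potency means the concentration at half of the fitted maximal effect; nearly all actives have a fitted effect of over 60% in size; plate controls were DMSO for no effect and NEM full inhibition control for full effect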
Target sequence (O75604 whole entry, looked up): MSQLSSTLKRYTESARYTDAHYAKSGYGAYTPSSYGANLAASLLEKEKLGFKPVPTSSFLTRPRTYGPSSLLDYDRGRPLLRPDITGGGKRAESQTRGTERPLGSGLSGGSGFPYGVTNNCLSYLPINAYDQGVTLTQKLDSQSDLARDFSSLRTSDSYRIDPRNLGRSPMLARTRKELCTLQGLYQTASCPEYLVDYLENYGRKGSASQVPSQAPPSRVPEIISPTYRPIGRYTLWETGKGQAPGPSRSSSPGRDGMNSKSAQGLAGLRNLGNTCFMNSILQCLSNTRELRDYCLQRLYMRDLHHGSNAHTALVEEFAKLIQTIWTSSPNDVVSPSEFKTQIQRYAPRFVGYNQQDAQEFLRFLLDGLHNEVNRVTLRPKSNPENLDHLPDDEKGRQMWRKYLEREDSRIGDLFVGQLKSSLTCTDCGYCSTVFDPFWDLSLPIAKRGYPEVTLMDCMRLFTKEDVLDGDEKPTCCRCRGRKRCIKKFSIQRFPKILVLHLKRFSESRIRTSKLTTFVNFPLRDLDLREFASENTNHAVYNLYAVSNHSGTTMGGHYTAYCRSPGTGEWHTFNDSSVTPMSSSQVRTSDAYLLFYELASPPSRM
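Inhibition is measured in a cell-free coupled assay with 20 nM USP2 core, 20 nM Ub-PLA2 and 20 uM NBD C6-HPC, 2.5 h incubation. Activity normalized to NEM control.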
Pol III holo inh: qHTS Assay for Inhibitors of DNA Polymerase III Holoenzyme System; reconstituted DNA polymerase III holoenzyme replication, biochemical; Potency, µM (doses to about 57.1 µM), inactives show at the highest dose activity change, negative = inhibition; 0.25% of 71,000 active; AID 603, 2007; further: potency means the concentration at half of the fitted maximal effect; on the % scale 0 is the no-effect control and ±100 the full control effect
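Reconstituted *E. coli* holoenzyme (0.35 nM Pol III, 1 nM beta, 154 nM SSB, 2 nM primase) was preincubated with compound for 15 min at RT. Synthesis on 1.4 nM ssM13Gori ran 35 min, then was stopped with PicoGreen/EDTA and read as dsDNA fluorescence.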
BRCT PPI green: qHTS Assay for Inhibitors of BRCT-Phosphoprotein Interaction (Green Fluorophore); AID 875, 2007; Breast cancer type 1 susceptibility protein (Homo sapiens), P38398; Potency, µM (series often up to 76.9 µM), without a hit: at the top dose activity change, negative = inhibition, actives largely listed as inhibitors; 0.05% of 75,000 active; BRCA1 BRCT-phosphopeptide binding, green fluorescence polarization;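 further: potency means the concentration at half of the fitted maximal effect; plate controls were peptide without protein for full effect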
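Fluorescence polarization: His-tagged BRCT (~35 kDa BRCA1 C-terminus, 250 nM) bound to 100 nM fluorescein-labeled phosphorylated 10-aa BACH1 peptide, pH 7.3 phosphate buffer with DTT and Tween 20. Compounds incubated 12 min at room temperature; inhibition read as lowered polarization.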
Hsp90 Hop PPI: qHTS Assay for Disrupters of an Hsp90 Co-Chaperone Interaction | Hsp90 C-terminal peptide / TPR2A (Hop) interaction, human | AlphaScreen TPR2A-His6 binding biotin-Hsp90 C-terminal peptide | Potency, µM (titrated, usually from 57 µM), for the others: at the highest dose activity change, negative = inhibition | 0.44% of 71,000 active | AID 595, 2007; active means well fitted curve in either direction with a large enough effect; inconclusive means small, poorly fitted or top-dose-only effect, or another doubt; further: potency means the concentration at half of the fitted maximal effect; on the % scale 0 is the no-effect control and ±100 the full control effect; many of its hits are not listed in these tables
HBB splicing: qHTS Assay for Modulators of Hemoglobin Beta Chain Splicing | HBB splicing reporter cell assay, activation; EGFP reporter with mutant IVS2-654 intron; response scale: normalised to 500 nM splice-correcting PNA | Potency, µM (titrated, usually from 46.1 µM), without a hit: at the highest dose activation, usual class: activators | 0.06% of 65,000 active | AID 925, 2007; further: potency means the concentration at half of the fitted maximal effect; 0% is about no effect
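HeLa cells stably expressing EGFP interrupted by mutant beta-globin intron 2 (IVS2-654), 500/well in 2% FCS. Treated with compound for 2 days at 37C. Splicing correction scored as total well GFP intensity (488 nm excitation, 500-520 nm emission); 500 nM antisense PNA served as control.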
Numbers without * were called inactive; ? = inconclusive; . = not tested or not shown; [ ] = remark or other dose. Unless noted, the call rests on the fitted dose curve; in most records, active means well fitted curve in the direction sought with a large enough effect; inconclusive means small, poorly fitted or top-dose-only effect, or another doubt; inactive means no such curve, though single readings can be large; an effect the other way counts as inactive or inconclusive. The list is partial; the hit share may differ from the screen's.

No. | compound | CRE-bla Fsk | BRCT inh red | Epigenetic mod | HADH2 inhib | ALOX15 inhib | UbGFP stabilizer | USP2a inh | Pol III holo inh | BRCT PPI green | Hsp90 Hop PPI | HBB splicing
1 | NCCC[C@@H](CC(=O)N[C@@H]1CCNC[C@H]1C(=O)N[C@H](CC(=O)N[C@@H](CCC(=O)O)CC(=O)O)Cc1c[nH]c2ccccc12)NC(=O)C[C@H](Cc1c[nH]c2ccccc12)NC(=O)[C@@H]1CNCC[C@H]1N | ? | . | . | 13% | . | . | . | -3% | . | -19% | 0.7%
2 | O=C(NCCN1C(=O)C2C3C=CC(C3)C2C1=O)Nc1ccc(Br)cc1 (configuration not stated) | -9% | -0.9% | . | 5% | -13% | 9% | . | -5% | -1.8% | -2%[2.3 µM] | -1.0%
3 | CC(C)(C)NC(=O)C(c1ccncc1)N(Cc1cccs1)C(=O)Cn1nnc(-c2cccs2)n1 (configuration not stated) | -16% | -1.4% | 2% | -10% | 3% | -3% | 244%[activator] | -3% | 2.4% | -8% | .
4 | O=C(C1CCN(c2nnnn2-c2ccccc2)CC1)N1CCN(c2ccccc2)CC1 | 0% | -0.9% | -1% | 8% | 2% | 6% | 14% | 1% | 1.2% | 2% | -0.3%[57.5 µM]
5 | CCCn1c(SCc2cc(=O)[nH]c3ccccc23)nc2c1c(=O)n(C)c(=O)n2C | 18% | -0.4% | 1% | 9% | 3% | -3% | 47%[activator] | -6% | -0.2% | -3% | .
6 | CC(=O)N(CC1CCCO1)c1nnc(-c2cnccn2)s1 (configuration not stated) | 6% | -3.1% | 2% | -20% | 11% | -4% | -11% | -1% | -0.2% | -2% | -5.4%
7 | NS(=O)(=O)c1cc2c(cc1Cl)N[C@@H](C(Cl)Cl)NS2(=O)=O | 5%[17.1 µM] | -0.1%[34.4 µM] | -2%[20.6 µM] | -6%[25.6 µM] | 4%[25.6 µM] | 0%[20.5 µM] | -4%[17.1 µM] | 0%[25.6 µM] | -1.0%[34.4 µM] | -3%[26 µM] | 1.5%[20.6 µM]
8 | Cc1cccc(NC(=O)CSc2nnc(-c3ccc(S(=O)(=O)N4CCOCC4)cc3)n2C)c1 | -8% | 0.6% | -2% | 5% | -8% | -4% | 21% | -3% | -0.3% | -2% | -1.2%
9 | COC(=O)[C@@H]1O[C@@H](c2c(OC)c(OC)c(C)c(OC)c2OC)[C@H](C)[C@@H](O)[C@@H]1C | . | -2.0%[15.4 µM] | . | 0%[11.4 µM] | 5%[11.4 µM] | . | . | . | 1.2%[15.4 µM] | . | 3.0%[9.22 µM]
10 | CCCCCCCCCCCCCCCCOC[C@@H](COCC(F)(F)F)OP(=O)(O)OCO | ? | . | 0% | ? | . | -8% | . | -7% | . | -3% | 0.9%
11 | Cc1ccc(-n2ccnc2SCC(=O)N(CC(C)C)C2CCS(=O)(=O)C2)c(C)c1 (configuration not stated) | 18% | 1.5% | -1% | 4% | -11% | 0% | 9% | 0% | 0.2% | -4% | -1.9%
12 | COC(=O)[C@@]1(Cc2ccccc2)[C@H]2c3cc(C(=O)N4CCCC4)n(Cc4ccc(C)o4)c3C[C@H]2CN1C(=O)c1ccccc1 | ? | 1.0% | . | 9% | . | . | . | -6% | -0.1% | -9% | 0.0%
13 | Cc1ccc(C)c(CSc2nnc(-c3cccnc3)n2N)c1 | ? | 0.4% | 2% | 3% | 1% | 4% | 12% | -4% | -2.0% | -2% | -0.8%
14 | CCOc1ccccc1C1CC(c2ccc(Cl)cc2)Nc2nc(N)nn21 (configuration not stated) | 3% | -2.0% | 0% | -3% | 20% | -6% | . | 0% | 1.4% | -7% | -0.9%
15 | Cc1cccn2c(=O)c3cc(C#N)c(=NC(=O)c4cccnc4)n(CC4CCCO4)c3nc12 (configuration not stated) | ? | -0.9% | 0% | 25µM* | -5% | 14% | 6% | -11% | 0.6% | -1% | 3.7%[1.84 µM]
16 | CCn1c(SCc2cccc(C(=O)O)c2)nnc1-c1ccccc1 | 3% | -0.1% | 0% | 12% | -16% | 13% | -7% | -2% | -0.4% | -5% | 1.8%
17 | CC(C)(C)NC(=O)NC(=O)COC(=O)c1ccco1 | ? | 1.3% | 1% | 9% | -12% | -3% | -6% | 1% | -4.3% | ? | -5.7%
18 | O=S1(=O)N=C(N2CCN(Cc3ccc4c(c3)OCO4)CC2)c2ccccc21 | ? | -1.8% | -3% | 3% | 8% | -4% | 5% | -6% | -3.9% | -3% | -1.0%
19 | C[C@@H]1C(=O)O[C@@H]2C[C@]34[C@H]5C[C@@H](C(C)(C)C)[C@@]36[C@@H](OC(=O)[C@@H]6O)O[C@@]4(C(=O)O5)[C@@]12O | -1%[17.1 µM] | -1.2%[34.4 µM] | 2%[20.6 µM] | 2%[25.6 µM] | 16%[25.6 µM] | -3%[20.5 µM] | -2%[17.1 µM] | -2%[25.6 µM] | -2.0%[34.4 µM] | -1%[26 µM] | 1.0%[20.6 µM]
20 | CC(=O)N1CCc2cc(S(=O)(=O)NCCC(=O)Nc3ccc4c(c3)OCCO4)ccc21 | ? | 0.7% | 3% | 1% | -4% | -8% | 5% | -3% | -1.0% | -14% | -2.4%
21 | CCCCOC(=O)c1ccc(NC(=O)c2cnccn2)cc1 | 1% | -0.1% | 6% | -3% | -1% | 5% | 12% | -1% | -0.2% | 1% | -0.5%
22 | O=C(N/N=C\c1cccc(O)c1)c1ccncc1 | 2%[7.6 µM] | 0.0%[15.4 µM] | 4%[9.22 µM] | 7%[11.4 µM] | -5%[11.4 µM] | 6%[9.17 µM] | . | -11%[11.4 µM] | 0.3%[15.4 µM] | 1%[11 µM] | 3.0%[9.22 µM]
23 | N=c1oc2c3c4c(cc2cc1C(=O)Nc1ccccc1)CCCN4CCC3 | ? | -0.9% | 7% | ? | ? | ? | 110%[activator] | 54% | ? | 0% | 3.2µM*
24 | CCOc1cc(C(=O)OCC(=O)c2c(C)[nH]c3ccccc23)ccc1OCC(=O)N1CCOCC1 | 11% | 0.1% | 1% | -1% | -1% | 0% | 39%[activator] | 3% | -0.6% | -3% | -3.5%
25 | CCOc1ccc(OCC)c(NC(=O)CSc2nc3c(c(=O)n(C)c(=O)n3C)n2CC)c1 | 2µM* | 1.0% | 2% | 6% | 1% | -5% | . | -6% | 0.6% | 0% | 0.0%[57.5 µM]
26 | COc1ccc(N(CC(=O)N2CCc3ccccc32)S(=O)(=O)c2c(C)n[nH]c2C)cc1 | ? | -2.6% | 1% | 6% | ? | -7% | -28% | 4% | -2.5% | ? | -1.4%
27 | O=C(COC(=O)c1ccccc1)NCc1ccco1 | -5% | -2.5% | -2% | 7% | -26% | -3% | 14% | -6% | 0.3% | -3% | -1.4%
28 | C=CCn1c(Cc2ccc(OCC)cc2)nnc1SCC(N)=O | -7% | -0.1% | 0% | -12% | -2% | -2% | 2% | 6% | -6.0% | -3% | -0.7%
29 | O=C(NCCN1CCN(c2ccccc2)CC1)c1cccc(Br)c1 | ? | 0.1% | 5% | 10% | -1% | 0% | 13% | -2% | 0.0% | -8% | 2.2%
30 | O=C(O)CCN1C(=O)c2ccncc2C1=O | -4% | -3.2% | 4% | 8% | -11% | -5% | -11% | -1% | 0.0% | -2% | -0.9%
